# ABCB6 inh MLPCN: blocks the human ABCB6 transporter | fluorescence ratio to DMSO, % at 10 µM | K562-ABCB6 porphyrin accumulation, flow cytometry, 1 h; active compounds read low | Q9NP58 | hit rate 0.19% among 360,000;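 active = fluorescence ratio to DMSO below 75%, the collection mean minus 3 SD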;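 note: signal is porphyrin accumulated inside mitochondria; 100% equals median channel fluorescence of DMSO control wells; lower ratio means ABCB6 inhibition with less porphyrin fluorescence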
# HTR2A ag: mouse HTR2A agonism via beta-arrestin recruitment | CHO-K1 mHTR2A beta-arrestin complementation, luminescence; percent of 30 µM serotonin response | activation, % at 7.6 µM | hit rate 0.66% among 360,000;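 active = activation above a run cutoff, the mean activation of all tested compounds plus 3 SD, cut at about 14% in these data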;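 note: 0% = plate median of compound wells and 100% = 30 µM serotonin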
# MC4R ag barr: activates human MC4R beta-arrestin recruitment | P32245 | U2OS MC4R beta-arrestin complementation, luminescence; percent of melanotan II response, DMSO zero | activation, % at 8.9 µM | hit rate 0.98% among 360,000 | AID 540308;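 active = activation above a per-plate cutoff, the mean activation of sample wells on that plate plus 3 SD, cut at about 8% in these data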
# MC4R antagonist: antagonists of human melanocortin 4 receptor (MC4R); P32245; inhibition, % at 6.5 µM; AID 540295; MC4R-expressing cells, MTII-stimulated cAMP, LANCE TR-FRET; hit rate 0.48% among 360,000;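 active = inhibition above its plate's cutoff, the mean of tested wells on that plate plus 3 SD, cut at about 29% in these data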;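 note: 0% = Melanotan II alone and 100% = Melanotan II plus saturating MCL0020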
#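 Assay system: U2OS-MC4R stable cell line; Also added: Melanotan II; Technique: Eu-cAMP/anti-cAMP TR-FRET, emission 671 nm; Times: 30-min compound, 1-h challenge, 1-h detection, room temperature.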
# Cardio protect: modulators protecting cardiomyocytes from myocardial damage | hit rate 0.63% among 360,000 | H9c2 cardiomyocytes, H2O2 injury protection, ATPLite, 2 h | protection from H2O2 cell death, % at 20 µM;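 active = compounds giving at least 50% protection of heart cells from peroxide-induced death in the single-dose screen, raw or plate-pattern-corrected value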;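 note: 0% = DMSO wells with peroxide and 100% = DMSO wells without peroxide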
# Glyco luc inh: blocks N-linked glycosylation in D54 reporter cells | D54 ERlucT glycosylation luciferase reporter, 24 h; percent of 100 nM tunicamycin response | reporter increase, % at 12.5 µM | hit rate 0.23% among 360,000;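 active = mean luciferase reporter signal, scaled so untreated is 0 and the glycosylation-blocking control 100, at or above a set limit in every replicate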;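 note: luciferase carries N-glycosylation sites so blocking glycosylation raises the light; 0% = median of neutral control wells and 100% = median of 100 nM tunicamycin wells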
# NCOA2 inhibitor: human SRC2 (NCOA2) inhibition. inhibition, % at 9 µM. AID 651957. HEK293 GAL4-SRC2 luciferase reporter, luminescence. hit rate 0.17% among 370,000. Q15596;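 active = inhibition above the mean inhibition of all tested compounds plus 3 SD, set per campaign, cut at about 52% in these data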;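 note: 0% = DMSO treated cells and 100% = cells given Gossypol at 36 µM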
# Target sequence (Q15596 whole entry, looked up, the tested form may be a part): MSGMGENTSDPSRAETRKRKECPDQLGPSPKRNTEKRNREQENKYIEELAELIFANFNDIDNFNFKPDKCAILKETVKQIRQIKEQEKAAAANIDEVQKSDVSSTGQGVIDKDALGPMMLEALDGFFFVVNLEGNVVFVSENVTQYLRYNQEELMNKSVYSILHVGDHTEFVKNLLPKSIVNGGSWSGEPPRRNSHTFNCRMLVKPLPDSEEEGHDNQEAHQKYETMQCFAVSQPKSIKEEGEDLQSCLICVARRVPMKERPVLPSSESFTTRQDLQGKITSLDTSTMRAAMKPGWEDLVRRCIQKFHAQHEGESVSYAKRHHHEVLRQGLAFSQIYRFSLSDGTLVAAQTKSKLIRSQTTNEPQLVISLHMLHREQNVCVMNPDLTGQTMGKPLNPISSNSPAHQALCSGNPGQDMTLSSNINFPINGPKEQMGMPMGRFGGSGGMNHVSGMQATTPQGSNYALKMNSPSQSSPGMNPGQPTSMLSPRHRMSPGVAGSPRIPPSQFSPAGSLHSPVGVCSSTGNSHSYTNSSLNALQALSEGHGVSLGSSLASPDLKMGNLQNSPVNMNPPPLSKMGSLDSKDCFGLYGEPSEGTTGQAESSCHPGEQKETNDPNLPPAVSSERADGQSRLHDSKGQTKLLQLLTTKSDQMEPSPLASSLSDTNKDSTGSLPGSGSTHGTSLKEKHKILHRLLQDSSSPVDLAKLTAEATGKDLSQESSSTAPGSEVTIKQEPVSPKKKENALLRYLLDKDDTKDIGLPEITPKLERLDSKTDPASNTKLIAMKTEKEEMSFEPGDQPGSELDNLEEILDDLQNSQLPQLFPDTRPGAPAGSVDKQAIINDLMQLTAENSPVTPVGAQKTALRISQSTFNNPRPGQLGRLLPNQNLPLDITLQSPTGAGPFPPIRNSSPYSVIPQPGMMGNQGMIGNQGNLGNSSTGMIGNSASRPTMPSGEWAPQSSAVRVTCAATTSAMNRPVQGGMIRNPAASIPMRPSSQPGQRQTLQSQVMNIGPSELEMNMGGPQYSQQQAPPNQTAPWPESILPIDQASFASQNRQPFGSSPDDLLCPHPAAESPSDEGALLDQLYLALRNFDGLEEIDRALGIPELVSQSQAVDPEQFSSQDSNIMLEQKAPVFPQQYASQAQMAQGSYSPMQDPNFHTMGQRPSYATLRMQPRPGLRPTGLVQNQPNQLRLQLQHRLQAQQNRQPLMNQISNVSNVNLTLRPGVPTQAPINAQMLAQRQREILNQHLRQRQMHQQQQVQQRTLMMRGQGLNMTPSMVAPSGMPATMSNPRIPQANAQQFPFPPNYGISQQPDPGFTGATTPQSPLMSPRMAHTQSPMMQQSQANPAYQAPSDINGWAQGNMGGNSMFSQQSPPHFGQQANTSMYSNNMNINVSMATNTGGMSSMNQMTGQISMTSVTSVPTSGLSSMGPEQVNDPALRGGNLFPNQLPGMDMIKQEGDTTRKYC
# ABHD5 PLIN5 PPI: ABHD5-PLIN5 protein interaction inhibition; hit rate 0.78% among 360,000; inhibition, % at 4 µM; Split G. princeps luciferase complementation, luminescence, 4 h; Q00G26+Q8WTS1;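 active = inhibition above the mean inhibition across every tested compound plus 3 SD, cut at about 22% in these data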;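 note: 0% = DMSO only wells and the 100% control is not disclosed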
# TLR9-MyD88 inh: TLR9-MyD88 interaction inhibition; AID 504734; inhibition, % at 4.98 µM; hit rate 0.21% among 340,000; CHO BLA complementation TLR9-MyD88, CCF4 FRET ratio; Q9NR96+Q99836;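 active = inhibition above the mean over all tested compounds plus 3 SD, cut at about 21% in these data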;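 note: 0% = DMSO only wells and 100% = clavulanate BLA inhibitor control wells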
# NOD2-RIPK2 inh: blocks binding of human NOD2 to RIPK2; O43353; inhibition, % at 4.98 µM; CHO BLA complementation NOD2-RIPK2, CCF4 ratio; hit rate 0.38% among 360,000; in the data active = inhibition above about 21%;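 note: 0% = vehicle only and 100% = reference blocker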
# * hit, by the source's call; nt = not tested or not shown. Some of the compounds tested; count on the stated rates, not on these rows.
# A first look (4 entries):
SMILES,ABCB6 inh MLPCN,HTR2A ag,MC4R ag barr,MC4R antagonist,Cardio protect,Glyco luc inh,NCOA2 inhibitor,ABHD5 PLIN5 PPI,TLR9-MyD88 inh,NOD2-RIPK2 inh
CN(C)S(=O)(=O)c1cccc(NC(=O)CCCC2CCCCC2)c1,98.0,-9.6,-1.0,7.5,-4.8,-3.4,-19.9,-7.0,3.1,-1.4
O=C1CCc2cc(NS(=O)(=O)c3ccc([N+](=O)[O-])cc3)cc3c2N1CC3,101.0,2.9,-2.7,7.7,0.4,0.8,-4.7,5.2,-4.4,-0.9
O=C1c2ccccc2CN1Cc1ccccc1,96.0,6.2,1.8,25.8,0.3,-1.7,-10.5,-5.7,-8.5,6.1
CCOC(=O)C1CCN(Cc2ccc(Cl)c(Cl)c2)CC1,102.0,2.3,5.8,9.7,-4.1,-0.8,16.8,-5.8,1.8,-10.0

# The listing, repeating the preview:
SMILES,ABCB6 inh MLPCN,HTR2A ag,MC4R ag barr,MC4R antagonist,Cardio protect,Glyco luc inh,NCOA2 inhibitor,ABHD5 PLIN5 PPI,TLR9-MyD88 inh,NOD2-RIPK2 inh
CN(C)S(=O)(=O)c1cccc(NC(=O)CCCC2CCCCC2)c1,98.0,-9.6,-1.0,7.5,-4.8,-3.4,-19.9,-7.0,3.1,-1.4
O=C1CCc2cc(NS(=O)(=O)c3ccc([N+](=O)[O-])cc3)cc3c2N1CC3,101.0,2.9,-2.7,7.7,0.4,0.8,-4.7,5.2,-4.4,-0.9
O=C1c2ccccc2CN1Cc1ccccc1,96.0,6.2,1.8,25.8,0.3,-1.7,-10.5,-5.7,-8.5,6.1
CCOC(=O)C1CCN(Cc2ccc(Cl)c(Cl)c2)CC1,102.0,2.3,5.8,9.7,-4.1,-0.8,16.8,-5.8,1.8,-10.0
O=C1CCCc2nn(-c3ccccc3)c(-c3ccncc3)c21,105.0,-2.5,0.0,1.6,-3.9,2.5,11.2,3.9,2.6,0.9
Cc1cc(=O)n(C)c(=O)n1CCCCCN1CCCC1,95.0,-1.2,-0.3,-1.4,-5.5,-1.4,7.0,4.9,-1.8,-2.4
CN1CCN(C(=O)C(=O)c2cn(CC(=O)N3CCCC3)c3ccccc23)CC1,99.0,-4.6,-3.4,-1.3,1.3,1.2,25.6,1.1,-0.2,-8.6
CC[C@]12c3[nH]c4ccc(OC)cc4c3CCN1C(=O)C(CC(=O)NCCN1CCOCC1)C[C@@H]2C(=O)N1CCN(C(=O)C2CC2)CC1 (some centres not stated),101.0,2.3,-1.1,1.2,7.3,-0.2,3.9,-1.9,-6.8,-8.8
CC(=O)c1cccc(CN2CCC(CO)(CCOc3ccccc3)CC2)c1,92.0,-3.0,-1.9,4.8,9.6,-0.2,10.5,-1.4,0.0,2.3
O=c1c2ccccc2nc(-c2ccco2)n1-c1nc2ccccc2s1,94.0,-3.5,-0.3,7.0,2.2,-3.3,-2.0,0.9,2.9,5.3
Cc1ccc(CN2CCC[C@]3(N[C@H](c4ccc(C(F)(F)F)cc4)[C@@H]4C(=O)N(Cc5ccccc5)C(=O)[C@@H]43)C2=O)cc1,91.0,9.1,-0.1,10.7,-10.4,0.9,13.3,-5.9,-1.8,-1.3
Cc1ccc(-c2noc(CCC(=O)NC3CCCc4ccccc43)n2)cc1 (configuration not stated),82.0,-4.3,5.1,2.6,-5.1,1.3,-23.2,-1.0,-3.4,3.7
COc1cccc(NS(=O)(=O)NC(=O)c2c[nH]c3ccccc23)c1,111.0,4.4,-1.2,0.5,-4.0,0.6,-9.1,2.2,6.0,-1.1
COc1ccc(NC(=O)NNC(=O)C(O)(c2ccccc2)c2ccccc2)cc1,105.0,12.2,-0.7,20.4,-1.1,2.0,0.6,-4.8,-6.8,-3.2
CCCc1nc(SCC(=O)NCc2ccco2)c2c(=O)n(C)c(=O)n(C)c2n1,98.0,4.6,1.0,-11.9,28.8,2.8,-9.8,0.9,6.7,-1.4
CCC(CC)NC(=O)Cc1ccc(F)cc1,95.0,1.7,-1.9,0.8,-1.1,1.4,-6.2,-0.4,-0.2,-4.6
CCCC(=O)Nc1ccc(-c2csc(NNC(C)=O)n2)cc1,98.0,1.9,1.8,0.1,-1.0,-0.1,13.3,-17.3,-0.7,-7.1
CCCOC(=O)c1ccc(NC(=O)/C=C/c2cccs2)cc1,103.0,-6.5,-0.3,5.2,-1.0,4.9,-37.3,-5.4,9.0,1.9
COc1ccc(/C=N/NC(=O)CCN2CCN(c3ccccc3)CC2)c(OC)c1OC,96.0,8.0,-2.5,14.4,-3.6,-1.9,-3.0,0.2,-5.2,-9.8
O=c1c2cc(N3CCOCC3)ccc2[nH]c(=S)n1Cc1ccccn1,98.0,-3.9,0.0,5.4,0.4,0.7,0.2,-4.7,-1.9,1.4
CC(c1nccs1)N(C)c1nc2nonc2nc1N(C)C (configuration not stated),96.0,1.4,0.6,5.4,-5.4,0.8,9.2,1.5,5.4,2.5
Cc1nnc(SCC(=O)N2N=C(c3ccc(Cl)cc3)CC2c2ccco2)[nH]c1=O (configuration not stated),104.0,2.1,0.4,10.0,-2.0,-0.9,-26.1,12.4,-6.2,-1.0
CCN(C[C@H]1N[C@@](C)(C(=O)OC)[C@H]2C(=O)N(Cc3ccccc3)C(=O)[C@@H]12)C(=O)Nc1ccccc1,92.0,-3.0,2.9,8.9,3.0,0.1,11.3,-0.2,-3.0,-11.8
CCOC(=O)Nc1ccc2nc3n(c(=O)c2c1)CCCCC3,99.0,-6.7,-1.6,-5.1,3.3,3.4,-52.3,2.0,-1.4,-13.7
CCOC(=O)c1c(C)[nH]c(C(=O)COc2ccc3c(c2)OCO3)c1C,92.0,-3.3,3.4,-1.5,-7.8,1.1,8.6,-3.6,-6.4,-4.5
CCCc1n[nH]c2c1/C(=N\O)CCC2,93.0,-2.6,0.3,0.0,21.9,nt,-11.9,-3.2,-6.2,-8.0
CC(=O)c1cccc(S(=O)(=O)N2CCC(C(=O)Nc3cccc(C(=O)NC4CC4)c3)CC2)c1,97.0,1.2,-0.6,6.7,8.8,-0.4,-9.6,0.5,-8.0,2.3
CCN(CC)S(=O)(=O)c1ccc2c(c1)c(=O)c(C(=O)NCCc1ccc(OC)c(OC)c1)cn2C,78.0,5.0,-2.7,4.8,14.6,6.6,-33.3,6.5,7.0,-0.3
Cc1cc(C)c(S(=O)(=O)N2CCN(C(=O)C(C)Cn3cncn3)CC2)c(C)c1 (configuration not stated),100.0,1.1,2.1,9.2,-0.9,-2.9,-16.7,0.7,1.1,-6.2
O=C(NCCCN1CCOCC1)C(Sc1ccccc1)c1ccccc1 (configuration not stated),96.0,-4.0,1.9,3.1,18.4,-0.7,-6.3,2.2,-3.8,2.5
C[C@@H]1COC(=O)[C@@H](Cc2ccc(F)cc2)CC/C=C\C[C@@H](CC(=O)NCCO)C(=O)N1,97.0,-1.5,0.5,2.4,5.0,2.3,-24.2,0.5,-12.1,-8.0
CCOCCN1CCN(c2c(C)c(C)nc3cc(-c4cc(OC)cc(OC)c4)nn23)CC1,104.0,-2.1,-2.9,-4.3,41.2,-4.7,13.6,-3.7,-6.1,0.2
CCOc1ccccc1NC(=O)C1(S(=O)(=O)c2ccc(Cl)cc2)CC1,103.0,2.4,-1.5,2.6,-0.6,-4.4,-11.8,-3.6,2.5,-0.5
O=C(NCC(=O)N1CCN(c2ccccc2)CC1)c1ccc(Br)o1,99.0,1.1,-1.6,2.9,-4.7,1.8,5.1,1.4,-14.0,3.9
Cn1c(C(=O)NCc2ccco2)cc2c(=O)[nH]c3ccccc3c21,102.0,0.5,-2.4,-5.2,10.0,4.0,-23.8,-4.8,-1.0,0.7
CC(=O)Nc1ccc(CN2CCCN(C)CC2)cc1,96.0,3.2,0.6,8.1,5.2,6.2,-16.2,-2.9,1.3,-5.2
Nc1ccc2c(c1)C(=O)N(CC1CCCO1)C2=O (configuration not stated),104.0,-0.6,-1.8,6.9,5.9,3.4,-15.9,-3.2,4.5,7.4
Cc1ccc(-c2csc3nc(SCC(N)=O)n(Cc4ccccc4)c(=O)c23)cc1,100.0,-3.4,-2.6,8.1,-5.0,-0.7,10.0,-1.1,2.1,6.2
COc1ccc(OCc2cc(C(=O)NCCCc3ccccc3)no2)c(Cl)c1,98.0,0.1,-2.9,11.5,-9.4,nt,-26.9,-0.1,-1.9,1.8
COc1ccc(-c2cc(-c3ccc(Br)cc3)nc3ncnn23)cc1OC,148.0,-2.4,6.8,1.2,1.7,-3.7,-28.7,8.6,-2.1,7.2
O=C(c1cc(COc2ccc(F)cc2Cl)on1)N1CCc2ccccc2C1,99.0,3.5,5.3,4.4,-10.9,3.9,-7.3,1.8,-2.0,-6.0
CC(C)(CNC(=O)c1ccc(S(=O)(=O)Nc2ccccc2F)cc1)N1CCOCC1,93.0,1.9,-3.6,9.2,2.6,-1.1,-1.3,10.7,-0.1,4.4
CCOC(=O)Nc1ccc(S(=O)(=O)Nc2cc(C)nc(C)n2)cc1,81.0,-3.3,-1.1,0.7,3.3,-0.2,8.0,1.8,-2.6,-9.3
Cc1cc(C(=O)COC(=O)c2ccc(O)cc2O)c(C)n1-c1ccccc1,93.0,-4.5,2.5,4.5,-23.8,-16.8,-24.0,-7.8,-14.3,1.6
Cn1c(O)c(N=Nc2ccccc2[N+](=O)[O-])c2ccccc21,98.0,-3.0,-1.5,-6.8,4.9,2.1,-37.3,-2.7,-1.1,-11.8
Cn1c(=O)[nH]c(=O)c2c1nc(CN1CCN(c3ccc(F)cc3)CC1)n2CCCc1ccccc1,97.0,-7.8,-0.2,2.0,3.8,2.1,-6.8,2.9,-0.6,4.1
Cc1occc1C(=O)N1CCN(S(=O)(=O)c2ccccc2)CC1,100.0,10.9,-0.9,-0.2,-3.2,0.7,-4.1,3.5,2.8,-12.0
COc1cc2c(cc1NC(=O)C(C)NCc1ccccc1)oc1ccccc12 (configuration not stated),93.0,-3.0,-0.7,25.4,-6.6,-4.5,-16.3,-2.3,4.7,0.0
O=C(C(=O)N(Cc1ccccc1)Cc1ccccc1)c1c(-c2ccccc2)[nH]c2ccccc12,99.0,1.3,2.4,50.2*,86.5*,-6.2,6.0,-7.2,2.9,-22.4
CCOC(=O)CSC1=C(C#N)C(=O)NC2(CCCCC2)S1,101.0,7.4,-0.6,-4.8,9.3,2.2,-16.0,-10.5,-0.2,-2.3
O=C(Nc1ccccc1N1CCOCC1)c1ccco1,98.0,-0.1,-0.5,7.5,8.5,-1.8,-12.1,-1.7,-3.6,-5.1
CCOC(=O)c1c(C)oc2ccc(NS(=O)(=O)c3ccc(C(=O)O)cc3)cc12,99.0,0.1,-0.5,0.6,4.7,0.9,12.0,-5.9,1.0,-2.4
CC[C@H](C)[C@@H](C(=O)NCCCCCCCCCCC(=O)N1CCNCC1)n1cc(CCCCCN)nn1,103.0,-0.9,3.0,2.7,-1.7,0.9,-27.5,-3.2,2.6,-6.3

# Source: PubChem BioAssay
